LmPK inh – LmPK (Leishmania mexicana) enzyme inhibition. Potency, µM (top dose mostly 57.5 µM), inactives show at the top dose activity change, negative = inhibition, hits mostly inhibitors. purified LmPK, Kinase-Glo ATP luminescence, 1 h. AID 1721. hit rate 0.37% among 290,000. Q27686; note: potency is the fitted concentration of half-maximal effect; % is set by controls: 0 for no effect and ±100 for the full control effect
Target sequence (Q27686 whole entry, looked up): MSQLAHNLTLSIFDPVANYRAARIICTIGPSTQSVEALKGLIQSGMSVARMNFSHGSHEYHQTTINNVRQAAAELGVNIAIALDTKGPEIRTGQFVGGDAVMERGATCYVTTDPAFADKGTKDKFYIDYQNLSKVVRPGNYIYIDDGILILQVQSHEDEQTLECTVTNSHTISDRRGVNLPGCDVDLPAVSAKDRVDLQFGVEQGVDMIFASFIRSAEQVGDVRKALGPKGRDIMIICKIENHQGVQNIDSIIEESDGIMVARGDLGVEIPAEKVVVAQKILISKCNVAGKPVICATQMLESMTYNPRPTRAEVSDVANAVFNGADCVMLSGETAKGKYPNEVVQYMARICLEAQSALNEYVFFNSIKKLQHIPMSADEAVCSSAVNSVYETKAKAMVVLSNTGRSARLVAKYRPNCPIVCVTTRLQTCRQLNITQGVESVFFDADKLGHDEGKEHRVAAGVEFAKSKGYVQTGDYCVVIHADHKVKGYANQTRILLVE
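qHTS format; LmPK 0.1 nM; substrates PEP 0.5 mM and ADP 0.1 mM. One-hour room-temperature incubation, then coupled luciferase luminescence; 0.5 nM enzyme wells mark activation.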
Cycloheximide cs – counter-screen for Shiga toxin inhibitors: cycloheximide protein synthesis inhibition; cell reporter, cycloheximide protein synthesis inhibition counterscreen; max response, %; hit rate 12% among 300,000; in the data active = max response mostly above about 13%, no sharp cut-off; inactive = mostly below about 14%; note: read at 38.3 µM for the half of the compounds with a filed dose; 0% is about no effect
TbPYK inhibitor – inhibitors of Trypanosoma brucei pyruvate kinase | TbPYK enzyme, Kinase-Glo Plus ATP luminescence, 45 min | hit rate 0.12% among 410,000 | Q57TT1 | Potency, µM (top dose mostly 76.8 µM), inactives show at the top dose activity, negative = inhibition, actives largely listed as inhibitors; note: potency is the fitted concentration of half-maximal effect; % is set by controls: 0 for no effect and ±100 for the full control effect; nearly all actives have a fitted effect of over 50% in size
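Assay buffer: 50 mM TEA pH 7.2, 100 mM KCl, 10 mM MgCl2, 0.05% BSA, 0.01% Tween-20. Pyruvate kinase from T. brucei plus substrate met compound, then ADP (130 uM final). Luminescence was read post 45 min RT.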
Shiga inhibitor – blocks Shiga toxin action in Vero cells. Vero cells, Shiga toxin protein synthesis inhibition reporter. inhibition, % at 38.7 µM. hit rate 9.2% among 290,000; in the data active = inhibition mostly above about 28%, no sharp cut-off; inactive = mostly below about 43%; note: 0% is about no effect
Pf growth 48h – inhibits P. falciparum growth in the first generation, 48 h; P. falciparum luciferase growth in erythrocytes, 48 h; Potency, µM (top dose mostly 28.7 µM), for the others: at the highest dose activity change, negative = inhibition, most hits filed as inhibitors; hit rate 5.9% among 310,000; note: potency is the fitted concentration of half-maximal effect; % is set by controls: 0 for no effect and ±100 for the full control effect
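Luminescence readout; reporter = integrated firefly luciferase in P. falciparum. RBC culture at 2% hematocrit, 0.1% parasitemia final, 37 C/5% CO2; decreased signal taken as growth inhibition.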
AMA1-RON2 inh – inhibitors of Plasmodium falciparum AMA1-RON2 interaction | hit rate 0.2% among 360,000 | AlphaScreen AMA1-biotinylated RON2 peptide binding | Potency, µM (doses to about 58.2 µM), without a hit: top-dose activity change, negative = inhibition, most hits filed as inhibitors;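 note: potency is the fitted concentration of half-maximal effect; 0% = vehicle wells and -100% = peptide control; nearly all actives have a fitted effect of over 45% in size; some results filed as inactive show a strong effect at the top dose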
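AMA1 (3D7) with his tag at 25 nM final met compounds first, then biotinylated RON2 peptide at 25 nM; detection used donor plus acceptor beads, 10 µg/mL apiece, read by AlphaScreen after 30 min at room temperature.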
Pf growth 96h – inhibits malaria parasite growth, 96 h; hit rate 6.9% among 320,000; P. falciparum luciferase reporter growth, 96 h; Potency, µM (titrated, usually from 28.7 µM), inactives show at the highest dose activity change, negative = inhibition, usual class: inhibitors; note: potency is the fitted concentration of half-maximal effect; % is set by controls: 0 for no effect and ±100 for the full control effect
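Erythrocytes infected with luciferase-expressing P. falciparum were dispensed at 2% hematocrit and 0.05% parasitemia (final), then incubated with compounds 96 hours at 37 C in 5% CO2. Luminescence after detection reagent addition reported growth.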
Numbers without * were called inactive; u = inconclusive; x = not tested or not shown; & = joins results of further samples; [ ] = another dose, or the depositor's remark. Unless noted, calls come from the whole dose curve; as a rule, active = well fitted curve in the direction sought with a large enough effect; inconclusive = small, poorly fitted or top-dose-only effect, or another doubt; inactive = no such curve, though single readings can be large; an effect the other way counts as inactive or inconclusive. Compounds were not picked by outcome. About 21% of those tested had a hit in this group.

SMILES	LmPK inh	Cycloheximide cs	TbPYK inhibitor	Shiga inhibitor	Pf growth 48h	AMA1-RON2 inh	Pf growth 96h
COc1ccc(CNC(=S)Nc2cccc(C)c2)cc1	7%	4	-2%	-12	x	6%	-24%
O=C(Cc1cccs1)N1CCC(c2nc3c(nnn3Cc3ccccc3Cl)c(=O)[nH]2)CC1	-1%	-3	3%	-11	u	17%	-10%
CC(=O)c1cccc(Nc2ncnc3ccc(Br)cc23)c1	-1%	8	11%	7	5.9µM*	36%[activator]	-12%
O=C(O)Cc1ccc2oc(-c3ccccn3)nc2c1	-6%	13	-1%	38*	-1%	21%	23%
O=C(CSc1ccc(/C=N/NC(=O)c2cccc(F)c2)o1)Nc1ccccc1	1%	47*	7%	44*	-10%	7%	-17%
CC(=O)NC(Cc1ccccc1F)C(=O)NC1CCN(C(=O)NCc2ccccc2)CC1 (centres undefined)	-3%	0	-2%	-11	5%	8%	32%[activator]
COc1ccccc1NC(=S)N(C(C)C)C(C)c1ccccn1 (centres undefined)	-7%	-4	-3%	-10	-1%	10%	u
COC(=O)[C@]1(C)C[C@H]1[C@H](NP(=O)(c1ccccc1)c1ccccc1)c1ccccc1	4%	-2	-2%	2	u	-10%	u
CC(C)CC(=O)Nc1ccc(-c2nc3ccccc3c(=O)[nH]2)cc1	-4%	32*	-2%	73*	235%[activator]	-9%[2.32 µM]	352%[activator]
CCCOc1ccc(S(=O)(=O)n2cc(F)c(=O)[nH]c2=O)cc1	1%	-2	3%	-8	-23%	-11%	u
O=C(/C=C/c1ccco1)OCc1nnc(-c2ccc(Cl)cc2)o1	22%	13	7%	7	46%[activator]	-28%	101%[activator]
CCCCN(C(=O)c1ccc(S(=O)(=O)N(C)C)cc1)c1nc2ccccc2s1	3%	-2	1%	-5	u	3%	1.9µM*
O=C(NNc1ccccc1[N+](=O)[O-])Nc1ccccc1	-8%	15	1%	-5	26%	7%	x
Cc1ccc(CNC(=O)c2ccc(Cl)c(S(N)(=O)=O)c2)n1C	-5%	-2	3%	-4	-17%	-6%	-24%
CCOC(=O)NC(=O)CSc1ccccn1	-4%	0	-7%	-5	-4%	7%	0%
Cc1cc(NC(=O)CSc2nc(C(C)C)nc3sc4c(c23)CCCC4)no1	16%	-6	-11%	-4	x	6%	5%
O=C(NCC(=O)c1ccccc1)OCc1ccc([N+](=O)[O-])cc1	-1%	30*	-14%	x	-2%	3%	13µM*
O=C(NCc1ccc(F)c(F)c1)C1CCC(=O)N(CC2CCCCC2)C1 (centres undefined)	-9%	8	3%	-24	0%	-2%	13µM*
O=C(CSCc1ccc(F)cc1)N1CCN(c2ccc(F)cc2)CC1	8%	-9	1%	2	2%	-8%	37%[activator]
NS(=O)(=O)c1ccc(NC(=O)CN2CCN(S(=O)(=O)c3cccs3)CC2)cc1	x	x	-1%	x	-18%	9%	-10%
Nc1ncnc2c1ncn2C1OC(CO)C(O)C1N (centres undefined)	4%	1	13%	-2	40%[activator]	5%	-8%
CCc1nc2ccccc2n1Cc1ccc(OC)c(OC)c1	-4%	-7	4%	2	u	-8%	-3%
COc1ccc(C)cc1NC(=O)CSc1nnc(-c2ccccn2)n1Cc1ccco1	-5%	-1	-1%	-8	2%	10%	-22%
COCCN(C(=O)c1cc(OC)c(OC)c(OC)c1)c1c(N)n(Cc2ccccc2)c(=O)[nH]c1=O	7%	-6	-9%	-7	-7%	0%	26%
CC1CCN(CC(=O)Nc2ccc(Cl)cc2[N+](=O)[O-])CC1	-9%	18*	1%	16	6%	u	-7%
CCOc1nc(NCCc2ccc(OC)c(OC)c2)nc(NC(C)(C)CO)n1	5%	-1	-1%	-8	u	-16%	3%
O=C(CSc1nnc(C2COc3ccccc3O2)o1)Nc1nccs1 (centres undefined)	0%	6	-1%	27	1%	-34%	1.3µM*
Cc1cc(NC(=O)CSc2nc3c(c(=O)n2C)SCC3)no1	-4%	-5	5%	-3	12%	-9%	u
CCCC(=O)Nc1cc(OC)c(C(=O)OC)cc1Cl	-1%	-2	-21%	33	26%	-4%	11%
COc1cccc(NC(=O)c2ocnc2C)c1	u	25*	-13%	63*	79%[activator]	6%	17%
O=C(CCc1nc2ccccc2[nH]1)Nc1ccc(F)cc1	6%	-3	11%	11	-12%	-3%	x
Cc1ccc2nsnc2c1S(=O)(=O)N1CCN(C(=O)C2CCCO2)CC1 (centres undefined)	-8%	-7	-6%	-8	13%	-10%	u
CC(C)C(=O)NCCc1nc2ccccc2n1CCc1ccccc1	0%	0	-7%	-11	-7%	-8%	3%
COc1ccc(OC)c2[nH]c(=O)c(CCNC(=O)C(C)C)cc12	1%	-3	-1%	0	38%[activator]	0%	32%[activator]
CC1(C(=O)N(CC(=O)NC2CCCC2)Cc2ccccc2)CC(=O)N=C2C=CC=CN21 (centres undefined)	-6%	0	13%	-6	12%	-24%	u
O=S(=O)(Nc1cccc(-c2ccc(N3CCCCCC3)nn2)c1)c1ccccc1Cl	-6%	34*	0%	58*	26%	-15%	u
O=C1CCc2cc(NS(=O)(=O)c3ccc([N+](=O)[O-])cc3)cc3c2N1CCC3	x	x	-4%	x	u	-17%	-13%
COc1ccc2cc(C(=O)N(C)CC(=O)Nc3ccccc3Br)ccc2c1	x	x	0%	x	120%[activator]	-5%	-10%
Cc1c(NC=C(C#N)C#N)c(=O)n(-c2ccccc2)n1C	3%	-4	-1%	-7	0%	2%	-1%
CCOc1ccc(S(=O)(=O)N2CCCC(C(=O)NCC3CCCO3)C2)cc1Cl (centres undefined)	x	x	-4%	x	9%	-8%	u
COCCCOc1ccnc(CS(=O)c2nc3ccccc3[nH]2)c1C (centres undefined)	-10%	44*	-18%&-18%	48*	40%&6%[activator]	62%[activator]	57%&-10%[activator]
Cc1nn2c(-c3cccnc3)ccnc2c1-c1ccccc1	5%	25*	2%	41*	3%	-2%	-8%
COC(=O)c1nn(-c2ccc(C)cc2)ccc1=O	-5%	-3	-4%	-5	10%	-1%	28%
O=C(Nc1cc(S(=O)(=O)N2CCOCC2)ccc1Oc1ccc(F)cc1)C1=COCCO1	x	x	-4%	x	-17%	-18%	7%
CCc1cc2ccc(C)cc2nc1SCC(=O)NC1CCCC1	-6%	-7	-2%	-3	26%	-12%	u
O=C(O)CSCC(=O)Nc1cc(C(F)(F)F)ccc1Cl	0%	2	-3%	-12	20%	-17%	17%
O=C1NC(=O)/C(=C\c2ccc(OCc3ccccc3)cc2)S1	-8%	9	0%	5	26%	-2%	24%
CC(Nc1nc(-c2ccncc2)nc2ccccc12)c1ccccc1 (centres undefined)	1%	-5	-3%	-5	5.2µM*	-3%	4.7µM*
Cc1ccc(C(=O)N2CCCC(CCC(=O)N3CCN(c4ccccn4)CC3)C2)cn1 (centres undefined)	-2%	-4	1%	1	u	12%	u
COc1cc(OC)cc(N(C(=O)c2snc(C(N)=O)c2N)C(C(=O)NCC2CCCO2)c2ccc(C)o2)c1 (centres undefined)	-4%	-2	x	3	4.7µM*	x	36%[activator]

In a second layout: two of the compounds above.
COCCCOc1ccnc(CS(=O)c2nc3ccccc3[nH]2)c1C (centres undefined)
  LmPK inh: -10%	Cycloheximide cs: 44*	TbPYK inhibitor: -18%&-18%	Shiga inhibitor: 48*	Pf growth 48h: 40%&6%[activator]	AMA1-RON2 inh: 62%[activator]	Pf growth 96h: 57%&-10%[activator]

Cc1nn2c(-c3cccnc3)ccnc2c1-c1ccccc1
  LmPK inh: 5%	Cycloheximide cs: 25*	TbPYK inhibitor: 2%	Shiga inhibitor: 41*	Pf growth 48h: 3%	AMA1-RON2 inh: -2%	Pf growth 96h: -8%

Additional records:
SMILES	LmPK inh	Cycloheximide cs	TbPYK inhibitor	Shiga inhibitor	Pf growth 48h	AMA1-RON2 inh	Pf growth 96h
CC1(C)CC(=O)C2=C(C1)OC(N)=C(C#N)C2c1ccccc1OC(=O)N1CCOCC1 (centres undefined)	-14%	-4	2%	-4	-10%	-5%	5.9µM*
Cc1c(OC(C)C(=O)O)ccc2c(-c3ccccc3)cc(=O)oc12 (centres undefined)	-2%	-1	-2%	-3	-29%	-1%	14%
Cc1ccc(C(O)c2nccn2C)o1 (centres undefined)	-6%	-3	-11%	24	26%	4%	17%
COc1ccc(C(=O)C=CNNC(=O)c2ccc(Cl)cc2)cc1	1%	16*	2%	x	u	101%[activator]	3%
CCOC(=O)CSc1nc2ccc(NC(=O)CSc3nnnn3Cc3ccccc3)cc2s1	7%	-2	5%	-7	-24%	-4%	3%
C=CCn1c(SCC(=O)N2CCN(c3ccccc3)CC2)nc2c([nH]c3ccccc32)c1=O	-3%	-1	1%	6	104%[activator]	-10%	-8%
O=C(CSc1nc2[nH]c(=O)[nH]c(=O)c2s1)Nc1cccc(F)c1	x	x	-9%	x	u	1%	2%
C/C(CC(=O)NCCCN1CCOCC1)=N\NC(=O)COc1ccc(Cl)cc1	0%	-2	4%	4	-2%	58%[activator]	110%[activator]
CCn1c(SCC(=O)NNC(=O)c2ccc(OC)cc2)nnc1-c1cccnc1	-3%	-2	3%	9	10%	27%	-5%
COc1cccc(NC(=O)N2CCN(c3cccc(C)c3C)CC2)c1	-1%	38*	-6%	66*	-23%	-7%	x
Cc1ccc2nc(NC(=O)C3CC(=O)N(Cc4ccco4)C3)sc2c1 (centres undefined)	-3%	19*	1%	25	u	-8%	32%[activator]

Of the compounds above, three contain a thiophene ring, fused or not:
SMILES	LmPK inh	Cycloheximide cs	TbPYK inhibitor	Shiga inhibitor	Pf growth 48h	AMA1-RON2 inh	Pf growth 96h
O=C(Cc1cccs1)N1CCC(c2nc3c(nnn3Cc3ccccc3Cl)c(=O)[nH]2)CC1	-1%	-3	3%	-11	u	17%	-10%
Cc1cc(NC(=O)CSc2nc(C(C)C)nc3sc4c(c23)CCCC4)no1	16%	-6	-11%	-4	x	6%	5%
NS(=O)(=O)c1ccc(NC(=O)CN2CCN(S(=O)(=O)c3cccs3)CC2)cc1	x	x	-1%	x	-18%	9%	-10%

Assay outcomes deposited in PubChem BioAssay by National Center for Advancing Translational Sciences (NCATS).
